MLL CXXC-DNA inh = blocks binding of human MLL CXXC domain to DNA. Q03164. MLL-CXXC / FITC-HOXA9 DNA fluorescence polarization. Potency, µM (series often up to 115 µM), for the others: at the highest dose activity change, negative = inhibition, actives largely listed as inhibitors. 290,000 tested, 0.037% active. AID 2662; active = well fitted inhibition curve with a large enough effect in the polarisation, with a control signal flat, not every such curve was filed as active; inconclusive = small, poorly fitted or top-dose-only effect, or effect the other way, or a change in a side signal; inactive = no such curve, though single readings can be large or run the other way; the % refers to the polarisation
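Steps: dispense CXXC domain solution (7 uM) → pin compounds or unlabeled HOX-A9 DNA control → 5 min ambient → add FLSN-HOX-A9 solution (50 nM) → spin → 30 min ambient → fluorescence polarization. Tris pH 7.5/NaCl/DTT/BSA buffer.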
NPC1 promoter act = activates the NPC1 promoter; Huh7 NPC1 promoter luciferase reporter, 24 h; Potency, µM (series often up to 9.22 µM), without a hit: top-dose activation, actives largely listed as activators; 320,000 tested, 2.4% active;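 also: % of control where 0% means no effect; nearly all actives have a fitted effect of over 60% in size; reporter is driven by a mutant NPC1 promoter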
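Luminescence read-out of NPC1 promoter-driven luciferase in stably transfected Huh7 cells; compounds delivered in DMSO and left 24 h at 37C, 5% CO2, qHTS titration format.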
MBNL1 CUG block = blocks human MBNL1 binding to CUG repeat RNA; AID 2675; Q9NR56; 280,000 tested, 0.036% active; Potency, µM (series often up to 57.5 µM), without a hit: at the highest dose activity change, negative = inhibition, hits mostly inhibitors; TR-FRET MBNL1-His/biotin-(CUG)12 binding, 665/545 ratio; active = well fitted inhibition curve with a large enough effect in the signal ratio, with a control signal flat, not every such curve was filed as active; inconclusive = small, poorly fitted or top-dose-only effect, or effect the other way, or a change in a side signal; inactive = no such curve, though single readings can be large or run the other way; the % refers to the signal ratio; also: % is scaled to controls: 0 for no effect and ±100 for the full control effect
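Compound titration spanned 92 nM–58 uM against the MBNL1-His/biotin-(CUG)12 complex. After 60 min at room temperature with 5 nM streptavidin-XL665 and 0.055 ng/ul terbium anti-His, ratiometric 665/545 nm emission (Ex 340 nm) normalized to controls.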
ELG1 genotox = genotoxicity induction in ELG1-luciferase HEK293T cells. HEK293T ELG1-luciferase reporter, luminescence, 16 h. Potency, µM (doses to about 46 µM), for inactives: top-dose activity change, positive = activation, hits mostly activators. 330,000 tested, 1.3% active; also: % of control where 0% means no effect; nearly all actives have a fitted effect of over 60% in size
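Luminescence read-out: rising ELG1-luciferase signal, reflecting elevated ELG1 protein under genetic stress, flags genotoxic compounds. Cells were treated for 16 hr at 37 °C before ONE-Glo detection.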
VP16 counter = counter-screen for ROR gamma inhibitors: Gal4-VP16 reporter; Drosophila S2 Gal4-VP16 UAS-luciferase, luminescence, 20 h; Potency, µM (doses to about 53.6 µM), inactives show at the top dose activity, negative = inhibition, most hits filed as inhibitors; 310,000 tested, 3.5% active;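 also: Gal4-VP16 expression switched on by copper sulfate through the metallothionein promoter; % is scaled to controls: 0 for no effect and ±100 for the full control effect; nearly all actives have a fitted effect of over 50% in size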
RORgamma inh = blocks mouse ROR gamma transcriptional activity; P51450; 310,000 tested, 5.4% active; AID 2551; Potency, µM (titrated, usually from 53.6 µM), without a hit: at the highest dose activity change, negative = inhibition, most hits filed as inhibitors; Drosophila S2 Gal4-RORgamma UAS-luciferase reporter, 20 h; also: % is scaled to controls: 0 for no effect and ±100 for the full control effect; nearly all actives have a fitted effect of over 60% in size
Target sequence (P51450 whole entry, looked up, the tested form may be a part): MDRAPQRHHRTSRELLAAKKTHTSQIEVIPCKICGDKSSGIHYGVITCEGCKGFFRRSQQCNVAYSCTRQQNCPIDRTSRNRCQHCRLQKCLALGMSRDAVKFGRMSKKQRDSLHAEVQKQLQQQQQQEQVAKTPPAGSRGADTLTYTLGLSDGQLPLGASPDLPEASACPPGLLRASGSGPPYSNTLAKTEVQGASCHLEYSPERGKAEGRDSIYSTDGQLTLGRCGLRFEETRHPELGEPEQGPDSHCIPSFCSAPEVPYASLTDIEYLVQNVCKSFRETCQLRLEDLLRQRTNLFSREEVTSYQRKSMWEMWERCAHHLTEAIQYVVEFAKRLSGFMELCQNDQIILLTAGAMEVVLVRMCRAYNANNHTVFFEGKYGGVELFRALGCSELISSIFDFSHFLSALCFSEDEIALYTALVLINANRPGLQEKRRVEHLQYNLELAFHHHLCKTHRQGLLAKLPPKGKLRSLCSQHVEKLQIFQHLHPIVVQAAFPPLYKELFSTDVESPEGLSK
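In this cell-based reporter format, copper sulfate (700 uM final) drives Gal4–ROR gamma fusion expression from a metallothionein promoter in Drosophila Schneider cells; compounds preincubated 1 hr, reporter read after 20 hr at ambient temperature.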
p53 reactivation = restores transcriptional activity of mutant p53; H1299 p53-A138V BP100-luciferase reporter, luminescence, 24 h; Potency, µM (highest dose often 92.2 µM), for the others: at the highest dose activity change, positive = activation, most hits filed as activators; 320,000 tested, 0.063% active; AID 504706; also: % of control where 0% means no effect; nearly all actives have a fitted effect of over 45% in size
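H1299 (p53-null), stable ts p53-A138V + BP100-Luc; 1000 cells/well, Opti-MEM/10% FBS; cpd 4 pt, 1:5; 24 h, 37 deg C, 5% CO2; detection reagent 10 min RT; luminescence.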
BRCA1 expr up = activators of BRCA1 expression. Potency, µM (top dose mostly 46.1 µM), for the others: at the top dose activation, hits mostly activators. AID 624202. 380,000 tested, 1.1% active. MCF7-BRCA1-FFLuc reporter, luminescence, 48 h; response scale: scaled: vehicle 0%, 10 µM genistein 100%; also: nearly all actives have a fitted effect of over 80% in size; some results filed as inactive show a strong effect at the top dose
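Luminescence from a BRCA1-driven firefly luciferase in MCF7 cells was read after 48 h compound exposure at 37 C. Data normalized against DMSO and a 10microM genistein activation control, then curve-fitted across the titration.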
FLuc modulator = counter-screen for miR-21 project: firefly luciferase inhibitors or activators; Potency, µM (top dose mostly 57.5 µM), for inactives: top-dose activity change, negative = inhibition, actives largely listed as inhibitors; AID 588342; 360,000 tested, 6.9% active; purified FLuc, Km substrates, luminescence inhibition; P08659;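 also: plate controls were vehicle for no effect and reference inhibitor for full effect; nearly all actives have a fitted effect of over 55% in size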
Target sequence (P08659 whole entry, looked up): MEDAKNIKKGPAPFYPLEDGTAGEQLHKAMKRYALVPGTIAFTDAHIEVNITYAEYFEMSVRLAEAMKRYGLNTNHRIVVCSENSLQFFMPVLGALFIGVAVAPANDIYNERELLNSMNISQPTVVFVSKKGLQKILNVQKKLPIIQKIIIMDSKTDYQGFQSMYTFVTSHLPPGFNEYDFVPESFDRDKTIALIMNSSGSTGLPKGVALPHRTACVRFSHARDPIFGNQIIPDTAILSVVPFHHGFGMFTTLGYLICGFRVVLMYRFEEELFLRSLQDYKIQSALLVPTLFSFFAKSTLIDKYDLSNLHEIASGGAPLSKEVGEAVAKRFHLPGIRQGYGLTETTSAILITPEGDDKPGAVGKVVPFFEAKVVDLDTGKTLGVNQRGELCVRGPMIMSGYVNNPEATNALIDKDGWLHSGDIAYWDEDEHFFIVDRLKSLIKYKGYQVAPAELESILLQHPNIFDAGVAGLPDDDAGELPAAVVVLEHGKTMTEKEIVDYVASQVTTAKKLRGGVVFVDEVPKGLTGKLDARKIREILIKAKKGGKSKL
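Purified P. pyralis luciferase, 10 nM final, with Km-level 10 uM D-luciferin and 10 uM ATP in 50 mM Tris acetate pH 7.5, 10 mM Mg acetate, 0.01% Tween-20, 0.05% BSA; 6-point qHTS titration about 60 µM downward; luminescence read.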
Rab9 promoter act = Rab9 promoter activation; AID 485297; Potency, µM (titrated, usually from 9.22 µM), without a hit: at the highest dose activation, negative = inhibition, hits mostly activators; 320,000 tested, 2.8% active; Huh7 Rab9 promoter-luciferase reporter, luminescence, 24 h; also: % of control where 0% means no effect; nearly all actives have a fitted effect of over 60% in size
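Using Huh7 cells stably transfected with Rab9 promoter–luciferase, compounds were incubated 24 h at 37 °C, 5% CO2; luciferase luminescence was read 10 min after reagent addition.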
uPA generation = cell surface uPA generation inhibition. 330,000 tested, 0.31% active. Potency, µM (top dose mostly 38.3 µM), inactives show top-dose activity change, negative = inhibition, most hits filed as inhibitors. cell surface uPA generation assay, qHTS; active = well fitted inhibition curve with a large enough effect; inconclusive = small, poorly fitted or top-dose-only effect; inactive = no such curve, though single readings can be large or run the other way; tested in mouse RAW 264.7 cells; also: % is scaled to controls: 0 for no effect and ±100 for the full control effect; nearly all actives have a fitted effect of over 55% in size
* hit, by the source's call; & = joins results of further samples; [ ] = dose if it differs, or a comment. Unless noted, calls follow the shape of the dose curve; as a rule, active = well fitted curve in the direction sought with a large enough effect; inconclusive = small, poorly fitted or top-dose-only effect, or another doubt; inactive = no such curve, though single readings can be large; an effect the other way counts as inactive or inconclusive. Potency is read from the fitted curve at half-maximal effect. The list is partial; rates above refer to the full screens.

How did Cc1ccccc1NC(=O)c1ccc(NC(=O)C2CC(=O)OC23CCCCC3)cc1 (configuration not stated) do in these assays?
MLL CXXC-DNA inh: 6%; NPC1 promoter act: -3%; MBNL1 CUG block: -12%; ELG1 genotox: 2%; VP16 counter: -22%; RORgamma inh: 2%; p53 reactivation: -5%; BRCA1 expr up: -13%; FLuc modulator: -2%; Rab9 promoter act: -3%; uPA generation: -4%

Results for CCCNC(=O)CCC(NS(=O)(=O)c1ccc(C)cc1)C(=O)NCCC (configuration not stated) ?
MLL CXXC-DNA inh: 3%; NPC1 promoter act: 1%; MBNL1 CUG block: 3%; ELG1 genotox: 0%; VP16 counter: 11%; RORgamma inh: -6%; p53 reactivation: -4%; BRCA1 expr up: -13%; FLuc modulator: -3%; Rab9 promoter act: -2%; uPA generation: 7%

What do the screens show for `CCCN1C[C@H](CSC)C[C@@H]2c3cccc4[nH]cc(c34)C[C@H]21`?
MLL CXXC-DNA inh: 7%&2%; NPC1 promoter act: -4%[46.1 µM]; MBNL1 CUG block: inconclusive; ELG1 genotox: 0%; VP16 counter: -2%&-21%&-20%; RORgamma inh: 7%[10 µM]; p53 reactivation: 0%; BRCA1 expr up: 11%; FLuc modulator: 6%; Rab9 promoter act: -2%[46.1 µM]; uPA generation: -13%

How did CCn1ncc(CNC(=O)CCSc2nc(-c3ccco3)cc(C(F)(F)F)n2)c1C do in these assays?
MLL CXXC-DNA inh: -4%; NPC1 promoter act: 0%; MBNL1 CUG block: inconclusive; ELG1 genotox: -12%; VP16 counter: 2%; RORgamma inh: inconclusive; p53 reactivation: -6%; BRCA1 expr up: 1%; FLuc modulator: -1%; Rab9 promoter act: -4%; uPA generation: 3%

How did C[C@@H]1CC[C@H](O)/C=C/C(=O)O[C@H](C)CC[C@H](O)/C=C/C(=O)O1 do in these assays?
MLL CXXC-DNA inh: -2%; NPC1 promoter act: -5%; MBNL1 CUG block: -4%; ELG1 genotox: -8%; VP16 counter: 6.3µM*; RORgamma inh: inconclusive; p53 reactivation: 3%; BRCA1 expr up: -10%; FLuc modulator: 0%; Rab9 promoter act: -5%; uPA generation: inconclusive

Results for O=C1c2c(O)cc(O)cc2O[C@H](c2ccc(O)c(O)c2)[C@H]1O ?
MLL CXXC-DNA inh: 4%; NPC1 promoter act: -4%; MBNL1 CUG block: -6%; VP16 counter: -12%; RORgamma inh: 17%; BRCA1 expr up: 17%; FLuc modulator: -3%; Rab9 promoter act: -3%; uPA generation: 3%

How did O=P(c1ccccc1)(c1ccccc1)C(c1ccco1)N1CCOCC1 (configuration not stated) do in these assays?
MLL CXXC-DNA inh: 7%; NPC1 promoter act: 0%; MBNL1 CUG block: -8%; ELG1 genotox: 3%; VP16 counter: 5%; RORgamma inh: 2.2µM*; p53 reactivation: -5%; BRCA1 expr up: -16%; FLuc modulator: 9%; Rab9 promoter act: -11%; uPA generation: -7%

How did O=C(CCC(=O)c1ccc(Oc2ccccc2)cc1)Nc1ccc(C(=O)O)cc1 do in these assays?
MLL CXXC-DNA inh: -18%; NPC1 promoter act: -1%; MBNL1 CUG block: -15%; ELG1 genotox: 0%; VP16 counter: -7%; RORgamma inh: 4%; p53 reactivation: -3%; BRCA1 expr up: 3%; FLuc modulator: 19µM*; Rab9 promoter act: 0%; uPA generation: -6%

Results for Cc1cc(OC(=O)c2c(Cl)cc(Cl)cc2Cl)nc(C)n1 ?
MLL CXXC-DNA inh: 102%[activator]; NPC1 promoter act: 0%; MBNL1 CUG block: -6%; ELG1 genotox: 1%; VP16 counter: -7%; RORgamma inh: -28%; p53 reactivation: 2%; BRCA1 expr up: -38%; FLuc modulator: inconclusive; Rab9 promoter act: 0%; uPA generation: -5%

Results for CSc1nc(Sc2ccccc2Cl)c2ccccc2n1 ?
MLL CXXC-DNA inh: -7%; NPC1 promoter act: 0%; MBNL1 CUG block: 12%; ELG1 genotox: -1%; VP16 counter: 5%; RORgamma inh: inconclusive; p53 reactivation: -1%; BRCA1 expr up: -41%; FLuc modulator: 3%; Rab9 promoter act: -7%; uPA generation: -10%

What do the screens show for `CC1=NN(C(=O)COc2ccc(C)c(C)c2)C(O)(c2ccc(Cl)cc2)C1` (configuration not stated)?
MLL CXXC-DNA inh: -7%; NPC1 promoter act: -1%; MBNL1 CUG block: -1%; ELG1 genotox: -3%; VP16 counter: 16µM*; RORgamma inh: 7.1µM*; p53 reactivation: -3%; BRCA1 expr up: -3%; FLuc modulator: -2%; Rab9 promoter act: 0%; uPA generation: -4%

How did O=C(CSCc1ccc([N+](=O)[O-])cc1)NC1CC2CCC1C2 (configuration not stated) do in these assays?
MLL CXXC-DNA inh: 8%; NPC1 promoter act: -1%; MBNL1 CUG block: inconclusive; ELG1 genotox: -1%; VP16 counter: inconclusive; RORgamma inh: inconclusive; p53 reactivation: -4%; BRCA1 expr up: 2%; FLuc modulator: 7%; Rab9 promoter act: 10%; uPA generation: 4%

Results for O=C(Nc1nc2ccccc2s1)c1cccc(N2C(=O)CCC2=O)c1 ?
MLL CXXC-DNA inh: -2%; NPC1 promoter act: -5%; MBNL1 CUG block: -6%; ELG1 genotox: -7%; VP16 counter: 4%; RORgamma inh: -4%; p53 reactivation: 2%; BRCA1 expr up: 2%; FLuc modulator: -1%; Rab9 promoter act: 4%; uPA generation: -3%

Results for CC(c1nnc(SCC(=O)c2c(N)n(C)c(=O)n(C)c2=O)n1-c1ccc(Cl)cc1)N(C)C (configuration not stated) ?
MLL CXXC-DNA inh: -4%; NPC1 promoter act: 7%; MBNL1 CUG block: 3%; ELG1 genotox: -7%; VP16 counter: -6%; RORgamma inh: -5%; p53 reactivation: -7%; BRCA1 expr up: 2%; FLuc modulator: 3%; Rab9 promoter act: 3%; uPA generation: 7%

What do the screens show for `COCCOC(=O)C1=C(C)N=C2SCCC(=O)N2C1c1cccs1` (configuration not stated)?
MLL CXXC-DNA inh: -13%; NPC1 promoter act: -4%; MBNL1 CUG block: 10%; ELG1 genotox: 0%; VP16 counter: -10%; RORgamma inh: 19%; p53 reactivation: -1%; BRCA1 expr up: 2%; FLuc modulator: 0%; Rab9 promoter act: -2%; uPA generation: -1%

How did COc1ccc(C(=O)Nc2cc(Cl)ccc2N2CCOCC2)cc1S(=O)(=O)N1CCOCC1 do in these assays?
NPC1 promoter act: -3%; ELG1 genotox: -3%; p53 reactivation: -9%; BRCA1 expr up: 2%; FLuc modulator: -1%; Rab9 promoter act: -11%; uPA generation: -8%

What do the screens show for `O=C(NCc1ccccc1)c1cc(-c2cccs2)on1`?
MLL CXXC-DNA inh: 0%; NPC1 promoter act: inconclusive; MBNL1 CUG block: 14%; ELG1 genotox: 15%; VP16 counter: 5%; RORgamma inh: 20%; p53 reactivation: 6%; BRCA1 expr up: 63%; FLuc modulator: inconclusive; Rab9 promoter act: inconclusive

What do the screens show for `NC(=O)C1CCN(C(=O)CC2(CC(=O)O)CCCCC2)CC1`?
MLL CXXC-DNA inh: 0%; NPC1 promoter act: -2%; MBNL1 CUG block: -2%; ELG1 genotox: 8%; VP16 counter: 6%[10 µM]; RORgamma inh: 0%; p53 reactivation: 0%; BRCA1 expr up: 0%; FLuc modulator: 1%; Rab9 promoter act: -6%; uPA generation: -2%

What do the screens show for `CC(=O)c1ccc(NC(=O)CSC(=S)N2CCCC2)cc1`?
MLL CXXC-DNA inh: -7%; NPC1 promoter act: 10%; MBNL1 CUG block: -4%; ELG1 genotox: -1%; VP16 counter: 0%; RORgamma inh: -52%; p53 reactivation: -2%; BRCA1 expr up: inconclusive; FLuc modulator: -12%; Rab9 promoter act: 12%; uPA generation: 5%

Results for O=C(Cc1cccs1)NCCS(=O)(=O)N1CCN(c2ccccc2F)CC1 ?
NPC1 promoter act: -16%; ELG1 genotox: -11%; p53 reactivation: -3%; BRCA1 expr up: -42%; FLuc modulator: 0%; Rab9 promoter act: -10%; uPA generation: 3.2µM*

Results for Cc1ccc(OCCSCc2nnc(NC(=O)Nc3cccc(Cl)c3)s2)cc1 ?
MLL CXXC-DNA inh: -5%; NPC1 promoter act: -3%; MBNL1 CUG block: -9%; ELG1 genotox: -4%; VP16 counter: inconclusive; RORgamma inh: 3%; p53 reactivation: -4%; BRCA1 expr up: -45%; FLuc modulator: 5%; Rab9 promoter act: -13%; uPA generation: -9%

Bioassay records as filed in PubChem.
